cardiac RTF act: cardiac RTF calcium sensitization | P19429+P45379 | IANBD-labeled TnC RTF fluorescence at EC20 calcium; 0% EC20 calcium, 100% full calcium | activation, % at 7.2 µM | 340,000 tested, 0.24% active | AID 493008;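 active = activation above the mean over all tested compounds plus 3 SD, cut at about 30% in these data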;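 also: rise in fluorescence read as greater calcium sensitivity of cardiac thin filaments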
Wnt act: activates Wnt/beta-catenin signaling in a reporter cell assay. activator, plate reader. activation, % at 9.35 µM. 300,000 tested, 1.2% active. AID 743398; in the data active = activation above about 30%, passing the limit was not always enough; inconclusive = no clear call, values can overlap the other calls;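 also: 0% = neutral control wells and 100% = positive control wells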
CAL PDZ FP-1: blocks peptide binding to the human CAL PDZ domain; Q9HD26; purified CAL PDZ, TMR-peptide fluorescence polarization, 1 h; inhibition, % at 24.9 µM; 300,000 tested, 0.92% active; AID 602252;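 active = mean inhibition of at least 30% with at least half of replicates also reaching 30%; inconclusive = no clear call, values can overlap the other calls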;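 also: 0% = DMSO neutral control and 100% = excess unlabeled competitor peptide PRC23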
MITF TRPM1 HTS: MITF TRPM1 promoter activation in melanoma cells | 300,000 tested, 0.75% active | activation, % at 12.5 µM | AID 588334 | SK-MEL-5 TRPM1-promoter luciferase, 24 h; % of positive control, neutral wells = 0;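 active = mean activation of at least 80% with every replicate also reaching 80%; inconclusive = mean reaches 80% but some replicate falls short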;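 also: 0% = neutral control wells and 100% = parthenolide positive control wells; values of inactives mirror those of a sister screen read the other way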
dFosB act: enhances mouse delta FosB homodimer DNA binding; P13346; purified delta FosB, TAMRA-CDK5 oligo fluorescence polarization; percent of positive-control signal above neutral wells; activation, % at 25 µM; 340,000 tested, 0.99% active; AID 493131;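 active = mean activation above about 17%, with every replicate also reaching it, limit read from the data, passing the limit was not always enough; inconclusive = only one of the two conditions met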;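 also: fluorescence polarization rise as delta FosB binds a TAMRA Cdk5 AP-1 oligo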
Target sequence (P13346 whole entry, looked up): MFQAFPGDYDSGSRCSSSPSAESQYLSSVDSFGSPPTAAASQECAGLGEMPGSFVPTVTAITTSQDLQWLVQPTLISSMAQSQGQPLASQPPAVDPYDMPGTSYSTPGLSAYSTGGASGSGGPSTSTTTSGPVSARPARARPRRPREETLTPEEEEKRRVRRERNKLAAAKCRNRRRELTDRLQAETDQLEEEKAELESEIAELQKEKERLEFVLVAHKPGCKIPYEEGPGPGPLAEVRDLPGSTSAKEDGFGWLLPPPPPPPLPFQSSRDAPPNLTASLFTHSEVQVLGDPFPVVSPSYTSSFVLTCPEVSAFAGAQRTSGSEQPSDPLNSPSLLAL
V-ATPase pHluor: yeast V-ATPase proton transport regulation by pHLuorin; AID 504577; response, % at 10 µM; S. cerevisiae, pHLuorin cytosolic pH fluorescence; 350,000 tested, 0.37% active; in the data active = response mostly above about 7.3%, no sharp cut-off; inactive = mostly below about 5.4%; also: actives read high; inactives centre near 0; some compounds called inactive have numbers as strong as hits
Rtt109 Vps75: inhibitors of Candida albicans Rtt109/Vps75 histone acetyltransferase. inhibition, % at 34.9 µM. 330,000 tested, 0.16% active. purified Rtt109/Vps75, ThioGlo CoA-SH fluorescence, 4 h. Q5AAJ8;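 active = inhibition of at least 50% in every replicate; inconclusive = best replicate reaches 50% inhibition but some replicates fall short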
Tat export inh: E. coli Tat transport inhibition; E. coli MC4100 TorA-mCherry Tat export, fluorescence; inhibition, % at 10 µM; 340,000 tested, 0.036% active; AID 488895;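 active = mean replicate inhibition at least 50% and at least half of replicates individually reaching 50%; inconclusive = only one of the two criteria met; inactive = neither criterion met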;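 also: exported cargo escapes ClpAP degradation while cytoplasmic cargo is degraded and loses fluorescence; 0% = median of neutral control wells and 100% = median of NaSCN control wells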
CDK5 inh: inhibitors of human CDK5/p35 kinase; 330,000 tested, 0.01% active; inhibition, % at 10 µM; Recombinant CDK5/p35, ADP-Glo luminescence, 60 min;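 active = highest replicate inhibition of at least 50% and at least 75% of replicates reaching 50%; inconclusive = only one of the two criteria met; inactive = both criteria failed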;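 also: plate controls were DMSO neutral control for no effect and GW8510 at 10 µM for full effect; many of its hits are not listed in these tables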
Target sequence (Q00535 whole entry, looked up): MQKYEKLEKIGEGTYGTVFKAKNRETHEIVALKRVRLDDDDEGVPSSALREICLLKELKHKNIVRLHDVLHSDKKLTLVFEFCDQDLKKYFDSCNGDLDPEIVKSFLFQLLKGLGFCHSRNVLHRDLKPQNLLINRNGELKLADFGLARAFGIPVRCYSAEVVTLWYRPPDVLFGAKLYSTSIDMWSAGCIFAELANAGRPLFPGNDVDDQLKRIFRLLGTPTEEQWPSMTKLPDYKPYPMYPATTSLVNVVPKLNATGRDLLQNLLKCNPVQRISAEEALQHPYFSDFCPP
Target sequence (Q15078 whole entry, looked up): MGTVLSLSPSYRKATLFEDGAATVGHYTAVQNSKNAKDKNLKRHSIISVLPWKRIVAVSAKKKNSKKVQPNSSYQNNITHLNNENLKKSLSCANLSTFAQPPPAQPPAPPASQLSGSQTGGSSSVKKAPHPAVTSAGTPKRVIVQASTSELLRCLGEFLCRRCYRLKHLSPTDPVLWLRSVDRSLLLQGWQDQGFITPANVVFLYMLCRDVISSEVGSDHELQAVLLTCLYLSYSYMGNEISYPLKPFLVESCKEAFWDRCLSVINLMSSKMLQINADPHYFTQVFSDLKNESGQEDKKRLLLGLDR
CAL PDZ FP-2: inhibitors of human CAL PDZ peptide binding | AID 504414 | 330,000 tested, 0.02% active | purified CAL PDZ, TMR-peptide fluorescence polarization, 1 h | inhibition, % at 20 µM;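 active = highest replicate inhibition of at least 40%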;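 also: plate controls were DMSO neutral control wells for no effect and unlabeled competitor peptide control wells for full effect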
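material = purified tagged CAL PDZ domain construct (CerCALP) | buffer or medium = sodium phosphate/NaCl buffer pH 7.4 with TCEP, IgG, Thesit | reagent = TMR-labelled reporter peptide T*-PRC34 bound in PDZ groove | incubation = 1 h room-temperature incubation prior to read | measured by = fluorescence polarization (mP) | evaluation = percent inhibition from loss of millipolarization | control set = unlabelled peptide and DMSO controls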
An asterisk follows results filed as active; u = inconclusive; x = not tested or not shown; & = joins results of further samples. Not a hit list; overall some 4.1% were active at least once.

No. | mol | cardiac RTF act | Wnt act | CAL PDZ FP-1 | MITF TRPM1 HTS | dFosB act | V-ATPase pHluor | Rtt109 Vps75 | Tat export inh | CDK5 inh | CAL PDZ FP-2
1 | Cc1nnc(C)n1/N=C/c1cccc([N+](=O)[O-])c1 | 4 | -1 | -6 | 0 | 4 | 2 | -3 | 1 | -2.6 | -0.3
2 | COc1ccc(C(=O)N2CCN(C3CCCCC3)CC2)c(OC)c1 | 0 | -2 | 5 | 5 | -11 | -4 | 15 | -3 | 0.3 | -0.5
3 | CCn1cc(C(=O)N2CCN(c3ccccc3)CC2)c(=O)c2cc(S(=O)(=O)N3CCOCC3)ccc21 | 1 | -1 | -5 | -5 | -8 | -4 | 3 | 0 | -0.3 | -1.5
4 | CCCS(=O)(=O)n1nc(-c2ccc(OC)cc2OC)cc1N | -1 | 7 | x | x | -3 | -5 | 6 | -11 | 0.0 | -0.6
5 | Cc1ccc(-n2c(Cn3c(C)nc4ccccc43)n[nH]c2=S)cc1 | -7 | -1 | 0 | 3 | -1 | -1 | 15 | -10 | -0.2 | -3.6
6 | O=S(=O)(NCCN1CCOCC1)c1cc(Cl)ccc1Cl | 2 | -1 | -8 | x | 3 | 1 | -9 | -1 | 1.0 | -0.4
7 | CCCCCCC1CC(C)(/C(C)=N/NC(N)=O)OC1=O (stereo unspecified) | -7 | -1 | -3 | -1 | -5 | 5 | -8 | -11 | 1.5 | 0.8
8 | CCCCN(C/C=C/c1ccccc1OC)Cc1ccccc1 | 3 | -2 | -2 | -3 | -4 | 2 | 64* | 8 | -0.6 | 1.1
9 | Cc1n[nH]c(=O)c2c(NC(=O)COC(=O)Cc3c(F)cccc3Cl)oc(C)c12 | 3 | 0 | -4 | -11 | -3 | -2 | 2 | -8 | 0.1 | -1.3
10 | COc1cc(NC(=S)NC(=O)CCc2ccccc2)cc(OC)c1 | 0 | -1 | x | -6 | -7 | 6 | -3 | -4 | -0.1 | -0.8
11 | CCOC(=O)c1c(NC(=O)CN2CCN(C(=O)c3ccco3)CC2)sc(C)c1C | 2 | -2 | -5 | -6 | -11 | -1 | 1 | 13 | 0.1 | 0.1
12 | COCCCN(C(=S)Nc1cccc(Cl)c1)C(C)c1ccncc1 (stereo unspecified) | 3 | 1 | -2 | -2 | 0 | -3 | -9 | -7 | -0.9 | -0.3
13 | CCOc1ccccc1C(=O)Nc1cccc(-c2ccc(N3CCOCC3)nn2)c1 | 0 | u | 8 | 111* | -5 | 3 | 4 | 4 | -0.6 | -3.3
14 | Cc1cccc(Nc2ccccc2C(=O)O)c1C | 1 | 2&-4 | -4 | -6 | 2 | 0 | 7 | -18 | -0.1 | -1.4
15 | CC(C)C[C@H](NC(=O)N1CCn2c1nc1ccccc12)C(=O)NCC1CCCO1 (stereo partly specified) | -4 | -3 | -4 | 1 | 0 | -3 | 6 | 3 | 0.8 | -0.4
16 | C=CCN1C(=O)c2ccc(C(=O)N(C)CC(=O)Nc3ccccc3Cl)cc2C1=O | 2 | -2 | -4 | -3 | -4 | 5 | 3 | 9 | -2.5 | -1.8
17 | CCN(CC1COc2ccccc2O1)C(=O)c1ccc(Cl)c(S(=O)(=O)N2CC(C)OC(C)C2)c1 (stereo unspecified) | -5 | -4 | 6 | -6 | -2 | 0 | -4 | 6 | -0.1 | -3.1
18 | COc1ccc(CCNC(=O)C(=O)NCC2OCCN2S(=O)(=O)c2ccc(C)cc2)cc1OC (stereo unspecified) | 5 | -1 | 0 | x | -1 | -2 | 6 | 0 | 1.5 | 0.5
19 | CN(CC(=O)Nc1ncn[nH]1)S(=O)(=O)c1ccc(Cl)cc1 | -4 | -1 | -2 | -3 | 8 | x | -3 | 9 | -0.4 | -1.6
20 | COc1ccc(C(=O)Nc2nc(N3C(=O)c4ccccc4C3=O)n(-c3ccccc3)n2)cc1 | -2 | 1 | -2 | 3 | -9 | 1 | 0 | -2 | 1.3 | 0.1

Rtt109 Vps75: what is marked active above.
cpd | SMILES | Wnt act | CAL PDZ FP-1 | MITF TRPM1 HTS | dFosB act | V-ATPase pHluor | Rtt109 Vps75 | Tat export inh | CDK5 inh | CAL PDZ FP-2
8 | CCCCN(C/C=C/c1ccccc1OC)Cc1ccccc1 | -2 | -2 | -3 | -4 | 2 | 64* | 8 | -0.6 | 1.1

One compound at a time, as listed above:
Profile of CCCS(=O)(=O)n1nc(-c2ccc(OC)cc2OC)cc1N : cardiac RTF act: -1; Wnt act: 7; CAL PDZ FP-1: x; MITF TRPM1 HTS: x; dFosB act: -3; V-ATPase pHluor: -5; Rtt109 Vps75: 6; Tat export inh: -11; CDK5 inh: 0.0; CAL PDZ FP-2: -0.6
Profile of CN(CC(=O)Nc1ncn[nH]1)S(=O)(=O)c1ccc(Cl)cc1 : cardiac RTF act: -4; Wnt act: -1; CAL PDZ FP-1: -2; MITF TRPM1 HTS: -3; dFosB act: 8; V-ATPase pHluor: x; Rtt109 Vps75: -3; Tat export inh: 9; CDK5 inh: -0.4; CAL PDZ FP-2: -1.6

Remaining list, next part
No. | mol | cardiac RTF act | Wnt act | CAL PDZ FP-1 | MITF TRPM1 HTS | dFosB act | V-ATPase pHluor | Rtt109 Vps75 | Tat export inh | CDK5 inh | CAL PDZ FP-2
21 | C=CCn1c(=S)[nH]c2scc(-c3ccco3)c2c1=O | -5 | 1 | -2 | 1 | -19 | 1 | 0 | -1 | 1.6 | 0.8
22 | CN1CCc2c(OCC(=O)NC3CCCCC3)cccc2C1=O | -4 | 0 | 1 | 8 | -2 | 0 | 9 | -1 | 0.5 | 0.3
23 | N#C/C(=C\c1cccnc1)C(=O)NC1CCCCC1 | 4 | -3 | 0 | 0 | -1 | 10 | 2 | 11 | 1.1 | -0.1
24 | Cc1ccc(CNC(=O)C2CCCCN2S(=O)(=O)c2ccccc2)cc1 (stereo unspecified) | -5 | -2 | -3 | -3 | 1 | 4 | 5 | 21 | 1.3 | -2.8
25 | CC(C)(C)c1cc(Cl)ccc1OCCOCCN1CCCC1 | 4 | -1 | -3 | x | -5 | 3 | 0 | 13 | -0.1 | 0.4
26 | CCCNC(=O)[C@H](C)NC(=O)c1ccc(Br)cc1 | 1 | -2 | 0 | -9 | 0 | 0 | -20 | 1 | -1.1 | -2.7
27 | CC1(C)Cc2ccccc2C(Nn2cnnc2)=N1 | -1 | -2 | 2 | 0 | 0 | 2 | -4 | -4 | 1.6 | -2.9
28 | COC(=O)c1c(C(=O)OC)c(-c2ccccc2)n2c1CS(=O)(=O)C2 | -5 | x | -5 | 2 | 1 | -2 | -2 | -3 | 1.3 | x
29 | O=C(Cn1nnc(-c2ccccc2)n1)Nc1ccccc1N1CCOCC1 | 5 | 6 | -5 | -5 | -4 | 1 | 6 | 4 | 0.5 | -2.4
30 | Cc1ccc(S(=O)(=O)N2CCCCC2)cc1NC(=O)CCOc1ccccc1 | -7 | 0 | -2 | -2 | -4 | 1 | 2 | -2 | 0.1 | -1.1
31 | COc1ccc(CCNC(=O)c2ccc([N+](=O)[O-])cc2)cc1 | 3 | 30 | 3 | x | 2 | 1 | 0 | 1 | 0.5 | 0.5
32 | COc1cc(OC)cc(C(=O)NCC(=O)OCC(=O)Nc2ccc(C)c(S(=O)(=O)N3CCOCC3)c2)c1 | -2 | -3 | -1 | -8 | -10 | 4 | 2 | 3 | 0.0 | -2.5
33 | COc1ccc(-c2ccc(NS(=O)(=O)c3ccc([N+](=O)[O-])cc3)cc2)nn1 | -3 | -3 | 5 | -8 | -2 | -7 | 6 | 2 | 0.4 | -2.1
34 | O=C(Nc1nc(=O)c2ccccc2s1)c1ccc(F)cc1 | 3 | -2 | 0 | 62 | -8 | 0 | 5 | -2 | -2.7 | -4.4
35 | Cc1cccc(C)c1OCCn1nnc2ccccc21 | -1 | 0 | -3 | 4 | -7 | 0 | 4 | 6 | 0.7 | x
36 | CCSc1nnc(NC(=O)C(NC(=O)c2ccc(Cl)cc2)C(C)C)s1 (stereo unspecified) | -2 | x | 0 | 3 | 0 | 0 | 6 | 0 | -0.6 | -3.1
37 | O=C(NCC1CCCO1)c1cccc(S(=O)(=O)N2CCCCC2)c1 (stereo unspecified) | -4 | 2 | 4 | -2 | -5 | -2 | -4 | -5 | 0.9 | 0.5
38 | Cc1cc(C)nc(SCC(=O)NC2=NN=C(c3ccc(Br)cc3)CS2)n1 | 4 | x | x | -19 | -2 | 0 | -3 | -1 | -0.8 | -2.8
39 | O=C1CCC(c2ccccc2)=NN1 | 4 | -1 | -4 | 0 | 3 | 5 | 1 | -5 | 0.4 | -0.9
40 | CSCCC(NC(=O)c1ccccc1Cl)C(=O)Nc1ccc(C)c(S(=O)(=O)N2CCOCC2)c1 (stereo unspecified) | -1 | 0 | 0 | -2 | -13 | 4 | 13 | -1 | 0.4 | -2.9
41 | CCCc1nc2c(ccc3ccccc32)cc1CC | -2 | 3 | -1 | -12 | -3 | 5 | -11 | 8 | 2.2 | -0.5
42 | COCCn1c(SC2CCOC2=O)nc2ccccc2c1=O (stereo unspecified) | -4 | -1 | 8 | 6 | -1 | 2 | -14 | -1 | 0.5 | -0.9
43 | CN1C(=O)NC(c2ccc(O)cc2)C2=C1CN(c1ccc(O)cc1)C2=O (stereo unspecified) | -2 | -2 | -1 | -5 | -4 | -2 | -1 | 3 | -0.2 | -0.3
44 | CC(=O)Nc1ccc(NC(=O)CCCSc2nc3ccccc3s2)cc1 | -3 | -1 | -2 | -15 | -2 | -4 | -12 | 0 | -0.4 | 0.0
45 | O=C(CN1CCc2ccccc2C1)Nc1ccccc1C(=O)NC1CC1 | -2 | -3 | x | -8 | -2 | 0 | 0 | 0 | 1.5 | -1.0
46 | CN(C(=O)c1cc(COc2ccc(F)cc2Cl)on1)C1CCCc2ccccc21 (stereo unspecified) | 7 | -2 | -2 | 17 | -18 | -1 | -2 | 1 | -0.6 | -2.5
47 | O=C(Cc1ccc(Cl)cc1)c1c[nH]c(C(=O)NCCCn2ccnc2)c1 | 5 | -2 | -1 | -2 | -6 | 2 | -3 | 6 | 0.3 | -1.3
48 | NC(=S)N=Nc1c(O)n(CCCl)c2ccccc12 | x | -4 | -7 | -7 | 2 | -1 | -3 | -4 | -1.2 | -0.2
49 | Cc1ccc(C2=NN(C(=O)COc3ncnc4ccccc34)C(c3ccco3)C2)cc1 (stereo unspecified) | 1 | -7 | 2 | 2 | -1 | -3 | 4 | 3 | -3.0 | -0.1
